Giardia kill – kills Giardia lamblia. Giardia lamblia trophozoite viability. activity change, % at 7.66 µM, hits read low. AID 540267. hit rate 0.15% among 340,000; in the data active means activity change below about -80%; inconclusive means between about -30% and that limit;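 further: parasites exposed to compound for two days anaerobically before the ATP read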
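Anaerobic 48 hrs incubation at 37 deg C of 100 trophozoites/well with test compounds; ATPLite 1-Step luminescence, 15-30 min RT, reports cellular ATP as viability.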
KCNH2 3.1 block – inhibitors of human KCNH2 3.1 potassium channel isoform. hit rate 0.95% among 340,000. AID 720553. U2OS KCNH2 3.1, thallium flux FluxOr; active compounds read low. activity change, % (tested at about 1.8 µM);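 active means maximum activity change below -70%; inconclusive means maximum activity change from -70% to -50%; inactive means maximum activity change above -50%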;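 further: thallium influx rate constant from kinetic fluorescence after stimulation buffer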
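Kinetic fluorescence (2 min after stimulation buffer) measures Tl+ influx through KCNH2 3.1 expressed by viral transduction in U2OS cells; the rate constant is normalized against DMSO controls serving as positive and negative references.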
PKM2 activator – increases activity of human pyruvate kinase M2; AID 1631; purified PKM2, Kinase-Glo ATP luminescence, activation; response scale: 0% is enzyme alone, no compound; hit rate 0.34% among 260,000; P14618; Potency, µM (doses to about 57.5 µM), inactives show at the highest dose activation, most hits filed as activators; further: potency means the concentration at half of the fitted maximal effect; nearly all actives have a fitted effect of over 55% in size
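ATP formation by purified human PK-M2, quantified via coupled luciferase luminescence after 1 h at room temperature with 0.1 mM ADP and 0.5 mM PEP final.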
FBPA coupling cs – inhibits coupling enzyme system, counter-screen for aldolase hits; hit rate 0.67% among 290,000; activity change, negative = inhibition, % at 58.2 µM, hits read low; coupling enzyme system counterscreen, AmpLite Red fluorescence; in the data active means activity change below about -30%
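Fluorescence at 525 nm excitation and 598 nm emission measured inhibition of the coupled detection system without aldolase. Compounds (at 57.5 uM final) were preincubated 10 min at room temperature with coupling enzyme reagent before a 20 min substrate/AmpLite Red step.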
BCR signal inh – inhibitors of chronic active B-cell receptor signaling. ABC-DLBCL IkBa-CBG/CBR reporter, luminescence ratio, 4 h. Potency, µM (series often up to 46.1 µM), without a hit: top-dose ratio change, negative = lower green/red ratio, hits mostly inhibitors. hit rate 0.05% among 340,000; active means well fitted inhibition curve with a large enough effect in the signal ratio, with a control signal flat, not every such curve was filed as active; inconclusive means small, poorly fitted or top-dose-only effect, or effect the other way, or a change in a side signal; the % refers to the signal ratio;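 further: potency means the concentration at half of the fitted maximal effect; plate controls were basal doxycycline-induced cells for no effect and cells given 10 µM MG132 for full effect; MG132 reads +100%, hits lower the ratio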
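Concentration-response series (up to 46 uM) were applied to TMD8 dual-reporter cells for 4 h at 37C with doxycycline. Green/red ratio, after filter-overlap correction, defined %Activity; red signal alone was normalised to basal cells and zero luminescence.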
GALK inh – inhibitors of human galactokinase | P51570 | Purified GALK, Kinase-Glo residual ATP luminescence | Potency, µM (doses to about 57.5 µM), inactives show at the top dose activity change, negative = inhibition, actives largely listed as inhibitors | hit rate 0.007% among 270,000; further: potency means the concentration at half of the fitted maximal effect
Target sequence (P51570 whole entry, looked up): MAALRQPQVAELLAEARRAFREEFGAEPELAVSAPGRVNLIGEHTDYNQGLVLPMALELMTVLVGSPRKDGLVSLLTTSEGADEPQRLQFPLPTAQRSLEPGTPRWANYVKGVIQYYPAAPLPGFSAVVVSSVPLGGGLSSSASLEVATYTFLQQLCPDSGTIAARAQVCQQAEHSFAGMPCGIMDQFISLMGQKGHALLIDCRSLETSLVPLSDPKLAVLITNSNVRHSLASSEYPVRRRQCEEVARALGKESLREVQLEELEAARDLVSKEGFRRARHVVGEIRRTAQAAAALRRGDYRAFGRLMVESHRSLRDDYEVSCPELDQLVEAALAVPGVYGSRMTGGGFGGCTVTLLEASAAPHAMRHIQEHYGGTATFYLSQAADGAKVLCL
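Quantitative HTS: GALK 5 nM, ATP 35 uM, galactose 100 uM, 1 h room temperature, then luciferase-based ATP detection.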
uPA surface inh – inhibitors of cell surface uPA generation; cell surface uPA generation assay, qHTS; Potency, µM (highest dose often 38.3 µM), inactives show at the top dose activity change, negative = inhibition, actives largely listed as inhibitors; hit rate 0.31% among 330,000; AID 540303; active means well fitted inhibition curve with a large enough effect; inconclusive means small, poorly fitted or top-dose-only effect; inactive means no such curve, though single readings can be large or run the other way; tested in mouse RAW 264.7 cells; further: potency means the concentration at half of the fitted maximal effect; nearly all actives have a fitted effect of over 55% in size
B2AR arrestin – recruits beta-arrestin to the human beta2-adrenergic receptor; hit rate 0.02% among 330,000; P07550; Potency, µM (titrated, usually from 46.1 µM), for inactives: at the highest dose activation, usual class: activators; beta-arrestin recruitment to beta2AR, cell-based reporter;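 further: potency means the concentration at half of the fitted maximal effect; 0% = DMSO controls and full agonism = EC100 isoproterenol or metaproterenol; nearly all actives have a fitted effect of over 65% in size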
Eya2 inh – blocks the phosphatase activity of human Eya2; recombinant Eya2, OMFP fluorescence dephosphorylation (OMFP is methylfluorescein phosphate); O00167; Potency, µM (series often up to 76.9 µM), without a hit: top-dose activity, negative = inhibition, actives largely listed as inhibitors; hit rate 0.006% among 330,000; further: potency means the concentration at half of the fitted maximal effect
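Eya2 protein (added as 0.2 uM solution) was preincubated with compound for 10 min at ambient temperature in 50 mM HEPES pH 7.5, 50 mM NaCl, 5 uM MgCl2, 0.05% BSA, 1 mM DTT. OMFP (added at 50 uM) then reacted 10 min; fluorescence read at 485/525 nm.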
USP2a block – USP2a (human) protease inhibition; O75604; USP2 core, Ub-CHOP2 coupled fluorogenic reporter, 485/531; Potency, µM (series often up to 38.3 µM), inactives show at the top dose activity change, negative = inhibition, usual class: inhibitors; hit rate 0.01% among 330,000; AID 463254;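 further: potency means the concentration at half of the fitted maximal effect; plate controls were DMSO wells for no effect and full inhibition by NEM control for full effect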
Target sequence (O75604 whole entry, looked up): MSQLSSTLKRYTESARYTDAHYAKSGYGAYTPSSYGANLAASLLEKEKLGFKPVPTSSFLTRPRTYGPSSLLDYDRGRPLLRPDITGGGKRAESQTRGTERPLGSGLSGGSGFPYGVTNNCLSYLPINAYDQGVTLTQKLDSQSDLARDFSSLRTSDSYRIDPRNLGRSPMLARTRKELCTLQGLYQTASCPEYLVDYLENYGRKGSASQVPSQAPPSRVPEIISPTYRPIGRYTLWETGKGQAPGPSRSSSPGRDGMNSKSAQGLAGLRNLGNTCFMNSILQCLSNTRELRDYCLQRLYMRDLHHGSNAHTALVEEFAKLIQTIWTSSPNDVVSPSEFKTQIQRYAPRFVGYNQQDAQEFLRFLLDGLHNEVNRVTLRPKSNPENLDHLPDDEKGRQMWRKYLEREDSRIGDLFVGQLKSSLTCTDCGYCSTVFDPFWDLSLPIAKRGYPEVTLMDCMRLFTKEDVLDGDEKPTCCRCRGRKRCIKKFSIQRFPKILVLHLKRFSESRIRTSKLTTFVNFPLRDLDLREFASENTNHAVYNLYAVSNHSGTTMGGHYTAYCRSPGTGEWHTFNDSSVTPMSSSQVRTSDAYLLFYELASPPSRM
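Deubiquitinase activity read as fluorescence (485/531 nm) after Ub-CHOP2 cleavage activates the enterokinase reporter on its substrate; USP2 core 10nM, Ub-CHOP2 and substrate 25nM each, 30min compound preincubation then 60min RT; data normalized to NEM, curves fitted.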
KCNH2 WT inh – blocks the wildtype human KCNH2 potassium channel; Q12809; hit rate 0.37% among 340,000; activity change, % at 1.84 µM; AID 720551; U2OS, BacMam KCNH2, thallium flux FluxOr; active compounds read low;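 active means maximum activity change below -70%; inconclusive means maximum activity change between -70% and -50%; inactive means maximum activity change above -50%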
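U2OS cells were transduced with wild-type KCNH2 virus (2.03 x 10^8 / mL) for 4 h at room temperature, then cultured overnight at 37 C. Thallium flux was read with FluxOr dye. Rate constants were normalized to DMSO controls.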
An asterisk follows results filed as active; i = inactive; ? = inconclusive; . = no result given; & = joins results of further samples; [ ] = dose if it differs, or a comment. Unless noted, the call rests on the fitted dose curve; in most records, active means well fitted curve in the direction sought with a large enough effect; inconclusive means small, poorly fitted or top-dose-only effect, or another doubt; inactive means no such curve, though single readings can be large; an effect the other way counts as inactive or inconclusive. Unless noted, on the % scale 0 is the no-effect control and ±100 the full control effect.

SMILES | Giardia kill | KCNH2 3.1 block | PKM2 activator | FBPA coupling cs | BCR signal inh | GALK inh | uPA surface inh | B2AR arrestin | Eya2 inh | USP2a block | KCNH2 WT inh
O=C(CN(C(=O)Cn1nnc(-c2cccs2)n1)c1ccc2c(c1)OCCO2)NCC1CCCO1 (configuration not stated) | 11 | 0 | 0% | 1 | 9% | -2% | -1% | -1.1% | -2% | 0% | 6
O=C(NCCc1ccc(F)cc1)c1cccs1 | -6 | 0 | 4% | 1 | -12% | 1% | 3% | -0.8% | -3% | -2% | -6
Cc1ccsc1C(C(=O)NC(C)(C)C)N(C(=O)c1csnn1)c1ccccc1 (configuration not stated) | -3 | -12 | . | 2 | -12% | -1% | 6% | -0.1% | -1% | 4% | -9
OCCN1C[C@H](O)[C@@H](O)[C@H](O)[C@H]1CO | . | . | 1% | -1 | 8% | -2% | . | -0.5% | 2% | 5% | .
CCN(CC)S(=O)(=O)c1cccc(S(=O)(=O)N2CCCCC2)c1 | 4 | -18 | 5% | 3 | 4% | 1% | 8% | -0.3% | -9% | 0% | -12
Cn1c(C(=O)Nc2ccc(Cl)cc2)cc2cc(Cl)ccc21 | 1 | 4 | -1% | 0 | -6% | -1% | 6% | -0.1% | -5% | 0% | 10
CSc1nc(Nc2ccc(Cl)cc2)c(C#N)c(=O)[nH]1 | -2 | -13 | 5% | 6 | ? | -4% | -3% | -0.3% | -6% | -1% | -2
CN(C)CCCn1c(=S)[nH]c2ccccc2c1=O | -14 | -2 | . | 1 | -3% | -8% | -2% | 0.4% | 3% | 1% | 14
Cc1ccnc2nc(C(=O)OC(C)C(=O)NCc3ccccc3)nn12 (configuration not stated) | 11 | 1 | . | . | -5% | . | -6% | 0.1% | 5% | 0% | -2
O=C(CN1CCN(CC(=O)Nc2ccccn2)CC1)Nc1ccccn1 | -7 | 13 | -2% | 7 | -8% | -3% | 3% | 0.1% | -7% | 0% | 7
COC(=O)COc1ccc(NC(=O)Cn2nc(-c3ccccc3)c3ccccc3c2=O)cc1 | 6 | 6 | -1% | 0 | ? | 2% | 5% | 6.6% | -4% | 2% | 2
C=CCNC(=S)Nc1cccc2ccccc12 | 9 | ? | 16% | -51* | 1% | 0% | -1% | 0.1% | 5% | 0% | -20
c1ccc(-c2nc(-c3cccs3)[nH]c2-c2ccccc2)cc1 | 5 | -2 | 2% | 0 | ? | 1% | . | 0.2% | 6% | 4% | 8
Cc1ccc(C)c(N(CC(=O)NCc2ccc3c(c2)OCO3)C(=O)CCC(=O)Nc2ccccn2)c1 | 0 | -13 | 0% | 4 | ? | 1% | -2% | 0.4% | -8% | 3% | 1
C/C=C/c1ccc(OCC(=O)OCC2=C(C(=O)OCC)C(C)NC(=O)N2)c(OC)c1 (configuration not stated) | 9 | -5 | . | . | 5% | . | -3% | -0.1% | 4% | 5% | -4
Cn1cncc1C#Cc1c(C=O)n(C)c2ccccc12 | -20 | 1 | . | . | -3% | . | -12% | 0.2% | -2% | 0% | 25
COc1ccc(NC(=O)CN2C(=O)COc3ccc(S(=O)(=O)N4CCOCC4)cc32)c(OC)c1 | 12 | 0 | . | 1 | 0% | 0% | 2% | -0.4% | 3% | -7% | -12
Cc1ccc(-n2nnnc2-c2ccccc2)cc1 | 16 | 5 | 0% | 1 | -12% | 3% | -5% | 0.1% | -9% | -2% | -20
O=C(c1ccco1)c1cc2c(ccc3ccccc32)oc1=O | -16 | 13 | 1% | 4 | 0% | -1% | . | 0.4% | -18% | 2% | -7
NC(=O)CC(NC(=O)Cc1ccc(Br)cc1)c1ccc(N2CCN(c3ccccc3)CC2)c([N+](=O)[O-])c1 (configuration not stated) | -6 | -27 | -5% | 1 | 6% | -2% | 3% | -0.1% | -12% | 4% | 5
CC1CC(C)(C)NC(=S)O1 (configuration not stated) | 4&-9 | 9&-3 | 0%&0% | 0&2 | ? | -1%&-1% | -6%&0% | 0.8%&0.0% | 3%&-15% | 2%&0% | 0&-6
COc1ccc(CC(=O)N2CCOCC2)cc1 | -9 | 4 | -6% | 0 | -6% | -1% | -9% | -0.2% | -1% | 1% | -16
COC(=O)c1ccc2nc(C(F)(F)F)[nH]c2c1 | -14 | 1 | -13% | -16 | ? | -1% | 1% | 5.0% | 24% | 1% | -8
CCC(C(=O)NCCc1ccc(OC)c(OC)c1)n1nc(C)n2c(cc3occc32)c1=O (configuration not stated) | 19 | 9 | . | . | 3% | -5% | 1% | 0.2% | -2% | 1% | -5
Cc1sc2c(c1C)C(=O)/C(=C\Nc1ccccn1)S(=O)(=O)N2C | -4 | -14 | 3% | 1 | -18% | -2% | 3% | 0.5% | -12% | -2% | -13
COc1cc(NC(=O)COC(=O)CNC(=O)c2cc(C)cc(C)c2)c(C)cc1[N+](=O)[O-] | -8 | -1 | -5% | 2 | -2% | . | 6% | -0.5% | -3% | 1% | i
O=C(NNC(=O)c1ccc(Cl)c(S(=O)(=O)Nc2ccc(Cl)cc2)c1)c1ccc(=O)[nH]c1 | -8 | 2 | . | . | 16% | . | 0% | -0.4% | 41% | 1% | -8
CCCc1cc(=O)oc2cc(C)cc(OCC(=O)NC3CCN(Cc4ccccc4)CC3)c12 | 18 | -7 | -2%[0.46 µM] | -1 | 0% | -2% | -12% | -0.4% | -7% | -1% | 17
COc1ccc(C(=O)NC(=S)N2CCN(c3ccccc3OC)CC2)cc1OC | 5 | -19 | . | 0 | -1% | 1% | -5% | 0.0% | -2% | 0% | -4
COCCNC(=O)CCN1N=C(c2ccccc2)CCC1=O | -3 | 2 | . | 2 | 4% | -2% | 3% | -0.4% | -16% | 4% | 2
CC(C)(C)c1ccc(-c2nc(-c3ccncc3)no2)cc1 | -6 | 1 | 5% | -3 | ? | -1% | 2% | -0.1% | 1% | 0% | 8
CCN(CC)CCNC(=O)c1ccc(NC2=NC3CS(=O)(=O)CC3S2)cc1 (configuration not stated) | 1 | -44 | 3% | 3 | -1% | -1% | 8% | 0.1% | 0% | -1% | 9
Cc1ccc(C(C)C)cc1S(=O)(=O)Nc1cccnc1 | 15 | -9 | -2%[11.5 µM] | -1 | -4% | 7% | 2% | -3.5% | -4% | 0% | -1
COc1ccc(/C=C(\C#N)C(=O)OCCNC(=O)c2ccncc2)cc1 | -1 | 8 | 1% | 0 | ? | -3% | -2% | -0.1% | -6% | 0% | i
CCCCN(C(=O)CN1C(=O)C2CCCCC2C1=O)c1c(N)n(Cc2ccccc2)c(=O)[nH]c1=O (configuration not stated) | -12 | -13 | . | . | -14% | . | 19% | -0.1% | 8% | 2% | -6
O=C(CN1CCN(C/C=C/c2ccccc2)CC1)Nc1ccc(F)cc1F | 28 | -107* | 0% | 1 | -9% | -1% | 0% | 6.4% | -9% | 2% | -155*
CCN(CC)S(=O)(=O)c1ccc(NS(=O)(=O)c2cccc(C)c2)cc1 | 3 | 0 | 6% | -3 | -3% | 0% | 0% | -0.6% | 12%[15.4 µM] | 4% | -9
CCOC(=O)C(Cc1ccc(NC(C)=O)cc1)N1C(=O)c2ccccc2C1=O (configuration not stated) | 6 | -3 | . | . | -1% | . | -20% | -0.5% | -1% | -1% | -2
COc1cc(=O)n(C)c2ccccc12 | 11 | -9 | -3% | -2 | -8% | 5% | -16% | 0.1% | 2% | 0% | -2
Cc1cccn2c(=O)c3cc(C#N)c(=O)n(CCCN4CCOCC4)c3nc12 | 4 | -6 | 8% | -4 | 10% | 1% | -8% | -0.3% | -17% | 2% | 0
COc1ccc(C(=O)c2ccc(OC)c(OC)c2)cc1 | -19 | 4 | 2% | -3 | ? | 3% | -4% | -1.0% | 5% | 1% | -8
Cc1nnc2ccc(-c3cccc(NC(=O)c4ccc(Br)o4)c3)nn12 | 11 | 11 | 0% | 2 | ? | -4% | -4% | 0.3% | -4% | 1% | 18
CCC/C(C(=O)NCCO)=C1/c2ccccc2C(=O)N1c1ccccc1 | -18 | 13 | . | . | -1% | . | -6% | -0.2% | 12% | 0% | -4
CN(CC(=O)Nc1ccc(F)cc1[N+](=O)[O-])C1CCS(=O)(=O)C1 (configuration not stated) | 8 | -1 | . | . | -1% | . | 7% | -0.1% | -7% | 8% | 2
C[C@@H](CO)NC(=O)c1ccc2c3n(nc2c1)-c1ccccc1CO3 | ? | 4 | -34% | 0 | -1% | -7% | 1.1µM* | -0.7% | -3% | 8% | -2
CCc1ccc(-c2cc(C)no2)cc1S(=O)(=O)NC(C)Cc1ccco1 (configuration not stated) | -23 | -18 | 8%[0.46 µM] | 3 | 1% | 0% | 0% | -0.2% | -26% | 2% | -8

Fetched by compound from the list above, 2 records:
SMILES | Giardia kill | KCNH2 3.1 block | PKM2 activator | FBPA coupling cs | BCR signal inh | GALK inh | uPA surface inh | B2AR arrestin | Eya2 inh | USP2a block | KCNH2 WT inh
CCC(C(=O)NCCc1ccc(OC)c(OC)c1)n1nc(C)n2c(cc3occc32)c1=O (configuration not stated) | 19 | 9 | . | . | 3% | -5% | 1% | 0.2% | -2% | 1% | -5
CCN(CC)S(=O)(=O)c1cccc(S(=O)(=O)N2CCCCC2)c1 | 4 | -18 | 5% | 3 | 4% | 1% | 8% | -0.3% | -9% | 0% | -12
